# Bioassay records: PubChem BioAssay, The Scripps Research Institute Molecular Screening Center
# PAFAH1B2 FP inh = blocks human PAF acetylhydrolase 1b catalytic subunit 2. inhibition, % at 3.39 µM. hit rate 1.2% among 340,000. recombinant PAFAH1B2, FP-rhodamine activity probe, fluorescence polarization. P68402;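 active = inhibition above the mean of all tested compounds plus 3 SD, cut at about 24% in these data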;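 also: 0% = enzyme with DMSO and 100% = wells lacking PAFAH1B2; many of its hits are not listed in these tables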
# Target sequence (P68402 whole entry, looked up): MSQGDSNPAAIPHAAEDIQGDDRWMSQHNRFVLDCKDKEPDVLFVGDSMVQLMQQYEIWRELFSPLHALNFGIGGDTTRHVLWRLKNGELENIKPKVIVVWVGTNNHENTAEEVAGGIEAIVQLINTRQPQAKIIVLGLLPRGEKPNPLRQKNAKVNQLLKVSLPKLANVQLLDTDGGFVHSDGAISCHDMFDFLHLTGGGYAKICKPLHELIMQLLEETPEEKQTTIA
# PAFAH2 FP inh = PAFAH2 (human) inhibition; recombinant PAFAH2, FP-rhodamine activity probe, fluorescence polarization; hit rate 0.99% among 340,000; inhibition, % at 3.39 µM;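 active = inhibition above the mean over all tested compounds plus 3 SD, cut at about 30% in these data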;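 also: inhibitors block probe labeling of enzyme so polarization drops; 0% = enzyme with DMSO and 100% = wells lacking PAFAH2 protein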
# LYPLA2 inh = counter-screen for PME1 inhibitors: inhibitors of human LYPLA2; O95372; recombinant LYPLA2, FP-Rh probe fluorescence polarization; inhibition, % at 5.9 µM; hit rate 0.38% among 320,000; AID 2177;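 active = inhibition above the screen-wide mean plus 3 SD, limit set per campaign, cut at about 26% in these data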;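 also: 0% = LYPLA2 with DMSO and 100% = wells lacking LYPLA2 enzyme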
# PREPL inhibitor = human PREPL enzyme inhibition; recombinant PREPL, fluorescence polarization activity-based probe; AID 2751; hit rate 0.68% among 320,000; inhibition, % at 5.96 µM; Q4J6C6; in the data active = inhibition above about 43%;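 also: 0% = enzyme with DMSO and 100% = wells lacking enzyme; many of its hits are not listed in these tables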
# Target sequence (Q4J6C6 whole entry, looked up): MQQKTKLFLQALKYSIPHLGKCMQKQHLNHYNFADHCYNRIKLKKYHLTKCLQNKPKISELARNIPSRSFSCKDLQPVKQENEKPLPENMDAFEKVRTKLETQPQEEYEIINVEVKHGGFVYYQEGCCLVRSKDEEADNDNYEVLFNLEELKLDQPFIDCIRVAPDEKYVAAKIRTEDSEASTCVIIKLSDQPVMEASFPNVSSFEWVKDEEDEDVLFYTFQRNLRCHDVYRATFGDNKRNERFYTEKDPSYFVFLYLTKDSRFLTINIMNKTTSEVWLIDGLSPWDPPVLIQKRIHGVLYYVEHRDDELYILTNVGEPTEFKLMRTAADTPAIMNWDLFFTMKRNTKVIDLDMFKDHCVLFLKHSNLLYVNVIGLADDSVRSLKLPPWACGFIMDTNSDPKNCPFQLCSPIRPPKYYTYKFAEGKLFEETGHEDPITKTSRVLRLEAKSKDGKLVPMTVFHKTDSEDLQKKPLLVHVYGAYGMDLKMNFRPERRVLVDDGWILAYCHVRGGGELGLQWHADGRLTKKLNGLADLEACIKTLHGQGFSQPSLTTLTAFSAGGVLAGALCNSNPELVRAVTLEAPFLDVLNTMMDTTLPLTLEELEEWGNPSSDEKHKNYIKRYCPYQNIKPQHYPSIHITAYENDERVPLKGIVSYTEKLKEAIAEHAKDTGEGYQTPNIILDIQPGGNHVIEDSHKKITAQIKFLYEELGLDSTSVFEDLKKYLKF
# PAFAH1B3 inh = blocks human PAF acetylhydrolase 1B catalytic subunit 3; Q15102; hit rate 0.28% among 340,000; AID 492972; inhibition, % at 3.39 µM; recombinant PAFAH1B3, FP-rhodamine probe, fluorescence polarization;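 active = inhibition above the screen-wide average of all tested compounds plus 3 SD, cut at about 25% in these data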;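 also: 0% = enzyme with DMSO only and 100% = wells lacking PAFAH1B3 protein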
# pPAFAH FP inh = inhibitors of human plasma PAF acetylhydrolase (pPAFAH). Q13093. recombinant pPAFAH, FP-rhodamine probe fluorescence polarization. inhibition, % at 3.39 µM. hit rate 1.5% among 330,000. AID 463082;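 active = inhibition above the mean inhibition across the screen plus 3 SD, cut at about 25% in these data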;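 also: inhibitors block binding of the rhodamine activity-based probe so polarization drops; 0% = enzyme with DMSO and 100% = wells lacking pPAFAH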
# ZTA DNA inh = counter-screen for EBNA-1 inhibitors: inhibitors of Epstein-Barr virus ZTA. ZTA-DNA binding, fluorescence polarization. inhibition, % at 11 µM. hit rate 0.15% among 320,000. AID 2234; in the data active = inhibition above about 33%
# EBNA-1 inhibitor = blocks EBNA-1 binding to DNA | EBNA-1 DNA binding, fluorescence polarization | hit rate 0.34% among 300,000 | inhibition, % at 14.8 µM; in the data active = inhibition above about 28%
# LYPLA1 counter = counter-screen for PME1 inhibitors: inhibitors of human LYPLA1. O75608. recombinant LYPLA1, FP-Rh probe fluorescence polarization. hit rate 0.16% among 320,000. inhibition, % at 5.9 µM. AID 2174;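 active = inhibition above the mean of all tested compounds plus 3 SD, set per campaign, cut at about 14% in these data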;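 also: inhibitors block serine hydrolase probe labeling of LYPLA1 so polarization falls; 0% = enzyme with DMSO and 100% = wells lacking LYPLA1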
# Starred values were filed as active, the others as inactive; . = no result given. An excerpt (hit frequency here may not be typical).
smiles,PAFAH1B2 FP inh,PAFAH2 FP inh,LYPLA2 inh,PREPL inhibitor,PAFAH1B3 inh,pPAFAH FP inh,ZTA DNA inh,EBNA-1 inhibitor,LYPLA1 counter
CCOC(=O)c1cccc(NC(=O)Cn2c(CC(=O)NC)nc3ccccc32)c1,2,-1,9,1,5,-2,-6,-2,4
Cc1occc1-c1nnc(SCC(=O)Nc2nccs2)n1CCc1ccccc1,.,.,0,-3,.,4,-4,1,-3
Cn1c(CNC(=O)C2CCC(=O)N(CCc3cccc(F)c3)C2)nc2ccccc21 (stereo unspecified),1,4,1,-1,-2,2,-9,2,-3
O=C(CSc1nnc(NC(=O)c2ccco2)s1)NC1CCCCC1,1,1,3,2,-3,0,8,-4,-3
N#C/C(=N\Nc1ccc(F)cc1)C(=O)C1CC1,.,.,4,14,.,5,-10,-9,-2
CCC(CO)n1c(=S)[nH]c2cc(OC)c(OC)cc2c1=O (stereo unspecified),0,1,2,13,5,-4,-9,-10,-5
CC(=O)Oc1cccc(/C=C2\Sc3ccccc3C2=O)c1,-2,6,-4,-77,-4,8,0,-3,1
CCC(=O)c1cc2c(C)cc(=O)oc2c(C)c1OC(=O)C(C)C,5,2,0,-8,-5,4,4,-4,3
Cc1ccc(N2C(=O)c3cccc([N+](=O)[O-])c3C2=O)cc1C,3,3,3,-11,-1,0,-4,-7,6
CCCN(CCC)C(=O)CC(c1ccccc1)C1CCOC(C)(C)C1 (stereo unspecified),2,6,0,16,10,-5,8,-4,-2
c1ccc(CCn2c3ccccc3c3nnc(SCc4ccc5nonc5c4)nc32)cc1,3,-9,0,3,-7,-1,14,1,-1
O=C(CSc1nncn1-c1cccnc1)N(c1ccccc1)c1ccccc1,7,5,-6,14,6,-3,1,-17,-1
Cc1cc(=O)oc2cc(OCC(=O)N3CCCc4ccccc43)ccc12,6,8,-4,-9,11,1,-4,7,0
CCn1nc(C)c(CN2CCC(n3nccc3NC(=O)c3ccc4c(c3)OCO4)CC2)c1C,-1,2,6,-3,1,0,-6,4,2
CCOC(Cn1ccc(=O)[nH]c1=O)OCC,11,-3,1,-12,11,4,-4,7,-3
CCOC(=O)C(=Nc1ccccc1)NO,7,3,6,4,5,1,19,6,3
N#CC1=C(N)Oc2nc[nH]c(=O)c2C1c1cccs1 (stereo unspecified),.,.,-9,8,.,0,14,13,-2
O=C(N/N=C\c1cc([N+](=O)[O-])ccc1N1CCOCC1)c1ccccn1,2,7,0,1,8,-3,12,7,-1
OC(COc1ccc(Br)cc1)CN1CCN(c2ccccc2)CC1 (stereo unspecified),6,2,6,7,10,1,7,13,2
Cc1ccc(NC(=O)/C(=C\c2ccc3c(c2)OCO3)NC(=O)c2ccco2)cc1,-1,-13,-1,0,-7,4,9,4,0
Cc1ccc2c(c1)N(CC(=O)NCCCN1CCOCC1)C(=O)c1cccnc1O2,0,1,-4,-2,3,4,8,-5,1
COC(=O)c1ccccc1C(=O)N1CCOCCOCCOCC1,2,-4,-2,-3,3,-3,9,0,1
COc1cc(CNc2nc(C)c([N+](=O)[O-])c(C)c2C#N)cc(OC)c1,-2,9,-6,4,6,-4,-4,-3,-5
O=C(O)CCC(=O)Nc1ccccc1Oc1ccccc1,3,2,1,5,-4,-3,13,3,8
O=C(C1CC1)N1N=C(C2CCCCC2)CC1(O)C(F)(F)F (stereo unspecified),3,1,-6,17,5,-5,3,-24,-1
Cn1c(=O)c2c(nc(Oc3cccc(O)c3)n2C)n(C)c1=O,0,6,0,-8,2,8,3,-2,2
COc1ccc(-c2noc(CSc3nc4sc(C)c(C)c4c(=O)n3-c3ccccc3)n2)cc1,-1,0,0,-2,7,4,13,-6,0
COc1ccc(C(=O)Nc2ccccc2C(=O)N/N=C/c2ccccc2OC)cc1,-16,-25,-50,8,-3,-6,-8,8,-29
Cc1cc(NC(=O)C(C)SCC(=O)Nc2nc3c(F)cc(F)cc3s2)no1 (stereo unspecified),7,10,-8,11,13,-4,0,.,-2
COCCCNC(=O)c1ccc(Cn2c(=O)c3ccccc3n(Cc3ccccc3C)c2=O)cc1,4,-1,1,-38,0,8,15,8,-4
COc1ccc(CCn2c(C)cc3c(c2=O)C(c2ccc4c(c2)OCO4)C(C#N)=C(N)O3)cc1OC (stereo unspecified),4,-2,-5,14,4,4,14,7,-3
CCN(CC)C(=O)[C@H]1C[C@H](CC(=O)NCCCN(C)C)C(=O)N2CCc3c([nH]c4cc(CCC(=O)N(C)C)ccc34)[C@]12C,0,-2,.,.,2,1,.,.,.
COc1ccc(C(CNC(=O)c2ccc(-c3nc4ccccc4s3)o2)N2CCCC2)cc1 (stereo unspecified),0,2,-12,-67,-3,4,3,.,-11
Cc1c(NC(=O)C2CCCN2S(=O)(=O)c2ccccc2)c(=O)n(-c2ccccc2)n1C (stereo unspecified),-3,7,-7,1,0,6,6,-4,2
CC(C)c1ccccc1OCC(=O)N1CCCCCCC1,5,3,-1,17,2,2,-19,-3,-1
COc1cc(C2C3C(=O)N(c4ccc(F)cc4)C(=O)C3ON2c2ccccc2)ccc1O (stereo unspecified),3,-2,5,6,8,-2,-24,-1,1
Fc1ccccc1/C=N/NC(=S)Nc1ccc(Cl)cc1Cl,-1,-1,-2,-7,2,-2,18,5,-2
O=C1CN(C(=O)CNC(=O)c2ccccc2Cl)c2ccccc2N1,0,10,1,-4,9,1,-7,-5,-1
Cc1cc(-c2ccc(C(C)C)c(S(=O)(=O)NCCN3CCC(C)CC3)c2)on1,-1,-1,-1,-40,4,2,-12,-14,-1
O=C(Cn1nnc(-c2cccs2)n1)NCc1ccccc1,-2,-8,-4,3,-3,-1,-18,4,1
O=C(CN1C(=O)C2C3C=CC(C3)C2C1=O)NCCc1ccccc1Cl (stereo unspecified),1,6,-1,2,-4,5,17,6,3
CCOCC(=O)Nc1c(C(=O)N2CCN(c3ncccn3)CC2)oc2ccccc12,-2,5,-3,8,5,6,-21,1,-1
O=c1c(-c2n[nH]c(=S)o2)cccn1Cc1ccccc1,3,7,3,17,12,-2,-5,-4,0
Cc1cc(C)cc(CSCC(=O)N/N=C/c2ccc(OCC(=O)NCc3ccco3)cc2)c1,-3,1,-2,-12,2,8,3,5,-5
COc1ccc(S(=O)(=O)N2CCN(C(=S)NC3CCCCC3)CC2)cc1,5,3,0,-4,1,14,7,-5,1
Cc1ccc2c(c1)[nH]c1c(=O)n(Cc3ccccn3)cnc12,-2,-6,0,-1,-6,4,-3,10,-4
O=C(C[n+]1ccc(Cc2ccccc2)cc1)Nc1ccc([N+](=O)[O-])cc1Cl,7,4,8,56*,5,2,-5,-7,0
O=C(O)c1ccc(NC(=O)c2ccc3c(c2)C(=O)N(c2ccccc2)C3=O)cc1,2,7,3,-2,3,2,8,12,4
Cc1nnc(SCc2cccc([N+](=O)[O-])c2)[nH]c1=O,6,0,6,-1,-1,4,-6,0,-1
O=C(Nc1cccc(-c2cscn2)c1)C1CCN(Cc2ccc(CO)o2)CC1,0,-7,6,9,-1,2,-1,-7,0
O=C(CO/N=C/c1ccccc1O)NNC(=O)c1ccccc1Cl,-3,5,0,10,0,1,-2,-9,-1
CC(=O)Nc1sc(C)c(C)c1C(=O)OCC(=O)Nc1ccc(S(N)(=O)=O)cc1,-6,-10,.,-10,-13,-4,.,.,.
Cc1ccc(OCc2nnc(SC(C)C(=O)O)n2Cc2ccccc2)cc1 (stereo unspecified),9,-1,-11,-4,8,-7,11,-12,-5
O=C(COC(=O)CCc1ccc(S(=O)(=O)N2CCOCC2)cc1)NC(=O)NC1CCCCC1,6,2,8,-2,1,12,16,3,1
Cc1ccc(C(=O)CCC(=O)Nc2ncccc2O)cc1,-6,6,4,4,-6,3,15,3,0
O=C1c2ccccc2C(=O)N1CCCc1c[nH]c2ccc(Cl)cc12,-7,-6,-1,5,-1,15,-2,-1,-2
CC(=O)Nc1nnc(Cc2c[nH]c3ccccc23)s1,1,3,7,-19,11,3,6,9,-2
CCN(CCn1cccn1)C(=O)CC1C(=O)NCCN1Cc1ccc(F)cc1 (stereo unspecified),8,4,-10,11,10,0,5,-16,-2
CCCCn1c(SC(C)C(=O)NCC2CCCO2)nc2cc(C(=O)OC)ccc2c1=O (stereo unspecified),6,5,2,7,-2,4,8,3,1
O=C(NCc1ccccc1Br)c1cccc2c1C(=O)c1ccc(N3CCOCC3)cc1S2(=O)=O,.,.,-6,4,.,15,18,.,2

# Random excerpt: three records from the list.
smiles,PAFAH1B2 FP inh,PAFAH2 FP inh,LYPLA2 inh,PREPL inhibitor,PAFAH1B3 inh,pPAFAH FP inh,ZTA DNA inh,EBNA-1 inhibitor,LYPLA1 counter
Cc1occc1-c1nnc(SCC(=O)Nc2nccs2)n1CCc1ccccc1,.,.,0,-3,.,4,-4,1,-3
O=C(CN1C(=O)C2C3C=CC(C3)C2C1=O)NCCc1ccccc1Cl (stereo unspecified),1,6,-1,2,-4,5,17,6,3
c1ccc(CCn2c3ccccc3c3nnc(SCc4ccc5nonc5c4)nc32)cc1,3,-9,0,3,-7,-1,14,1,-1

# Continued.
smiles,PAFAH1B2 FP inh,PAFAH2 FP inh,LYPLA2 inh,PREPL inhibitor,PAFAH1B3 inh,pPAFAH FP inh,ZTA DNA inh,EBNA-1 inhibitor,LYPLA1 counter
CCOC(=O)CC(=O)NC(C)(C)CCCCC(C)(C)NC(=O)CC(=O)OCC,1,-1,-2,-5,10,6,3,-6,-2
CC(=O)Nc1ccc(S(=O)(=O)NC2(C(F)(F)F)NC(=O)N(c3ccccc3F)C2=O)cc1 (stereo unspecified),3,-1,2,-2,12,-2,-3,1,1
Cc1nn(-c2ccccc2)c(C)c1C(=O)NCc1ccc(F)cc1,2,-8,0,7,3,3,-11,1,-1
CC1CCN(C(=O)COC(=O)Cn2cnc3ccccc32)CC1,-2,0,.,7,10,-1,.,.,.
COc1ccc(CC(=O)OCC(=O)N(C)C2CCS(=O)(=O)C2)cc1OC (stereo unspecified),3,-4,4,2,3,7,-5,-6,-3
Cc1cc(C)nc(SC(C)CNS(=O)(=O)c2ccccc2)n1 (stereo unspecified),1,-8,-2,-6,8,3,-3,1,-2
COc1ccc(NC2CCCN(C(=O)CCN3CCCC3=O)C2)cc1 (stereo unspecified),3,0,-1,6,0,6,6,10,3
Cc1cccc(NC(=O)CSc2nc3nc4c(cc3c(=O)n2-c2ccccc2)CCCC4)c1,-7,-9,-25,-17,-18,-6,-10,-6,-13
COc1ccccc1-c1cn[nH]c(=S)n1,3,4,1,-2,10,10,3,1,2
Cc1ccc(C(NC(=O)N2CCOCC2)=C(Cl)Cl)cc1F,3,0,1,26,3,-1,-6,17,-1
O=C(NCC(c1cccnc1)N1CCN(c2ccccc2)CC1)c1ccc2c(c1)OCO2 (stereo unspecified),6,2,0,-17,3,2,-7,-20,-1
Cc1ccccc1Nc1nc(CSc2nnc(-c3ccoc3C)n2C)cs1,-2,1,5,22,-5,15,3,15,1
O=S(=O)(c1ccc(N2CCN(S(=O)(=O)c3ccc4c(c3)OCCO4)CC2)nc1)N1CCCC1,6,-2,0,8,-4,-1,-5,18,2
CN(C)CCN(C(=O)C1=COCCO1)c1nc2ccc(F)cc2s1,1,-4,1,16,6,3,-2,-1,1
Cc1ccc(C(=O)N/N=C\c2cc(Br)c(Br)o2)cn1,.,.,-11,14,.,8,-14,-4,-6
